HT1080 IDH1KD tx = kills HT-1080 cells with IDH1 knockdown | HT-1080 IDH1 knockdown viability, ATP luminescence, 48 h | Potency, µM (highest dose often 46.1 µM), without a hit: at the highest dose activity, negative = toxicity, usual class: cytotoxic | 360,000 compounds, 2% hits | AID 686971;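 also: 0% = DMSO wells and -100% = cell-free medium wells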
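% activity derives from luminescence (CellTiter-Glo), normalised to DMSO and no-cell wells. HT-1080-IDH1KD cells, 750/well, had 48 h compound exposure at 37 °C.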
GLP-1R inv ag = acts as inverse agonist at human GLP-1 receptor. P43220. HEK293 GLP-1R CRE-luciferase, luminescence, 24 h; GLP-1R form is constitutively active. Potency, µM (highest dose often 38.3 µM), without a hit: at the highest dose activity change, negative = inhibition, hits mostly inhibitors. 410,000 compounds, 1.6% hits. AID 624417; also: % is scaled to controls: 0 for no effect and ±100 for the full control effect; nearly all actives have a fitted effect of over 55% in size
Target sequence (P43220 whole entry, looked up): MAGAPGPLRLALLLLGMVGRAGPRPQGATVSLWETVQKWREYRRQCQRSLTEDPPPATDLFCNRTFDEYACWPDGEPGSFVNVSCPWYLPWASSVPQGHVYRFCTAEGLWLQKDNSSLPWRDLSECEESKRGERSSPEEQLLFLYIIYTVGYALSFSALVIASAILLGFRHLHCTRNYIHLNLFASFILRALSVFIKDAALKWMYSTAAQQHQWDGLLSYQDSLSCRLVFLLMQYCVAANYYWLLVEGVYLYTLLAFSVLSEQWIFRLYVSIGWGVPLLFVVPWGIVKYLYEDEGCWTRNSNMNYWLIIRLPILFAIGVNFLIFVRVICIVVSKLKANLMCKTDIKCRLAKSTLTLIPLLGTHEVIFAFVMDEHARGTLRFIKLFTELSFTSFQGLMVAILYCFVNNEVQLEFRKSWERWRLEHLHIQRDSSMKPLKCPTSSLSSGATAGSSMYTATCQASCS
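Using stably transfected HEK293 (constitutively active GLP-1R, cAMP-luciferase reporter), compounds were incubated 24 hr and luciferase measured by luminescence.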
KB-V1 MDR tox = KB-V1 MDR subline cytotoxicity | KB-V1 MDR cells viability, CellTiter-Glo, 72 h | 400,000 compounds, 3.4% hits | Potency, µM (highest dose often 46.1 µM), for inactives: at the highest dose activity change, negative = cytotoxicity, actives largely listed as cytotoxic; also: % is scaled to controls: 0 for no effect and ±100 for the full control effect; nearly all actives have a fitted effect of over 60% in size
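Following 72 h at 37 degrees C with compound, KB-V1 cell viability was read by CellTiter-Glo luminescence, medium being phenol-red-free DMEM plus 10% FBS; concentration-response parameters came from normalized, curve-fitted qHTS data.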
GLP-1R agonist = agonists of human GLP-1 receptor | Potency, µM (highest dose often 45.6 µM), inactives show at the top dose activation, usual class: activators | 380,000 compounds, 0.007% hits | AID 624172 | HEK293 GLP-1R CRE-luciferase, luminescence, 4-6 h; cells express a hypersensitive GLP-1R form | P43220; also: % of control where 0% means no effect
SW480 rerep = induces DNA re-replication in SW480 colon adenocarcinoma cells. SW480 DNA re-replication, Hoechst DNA content imaging, 48 h. Potency, µM (highest dose often 46.1 µM), for the others: top-dose re-replication activation, usual class: activators. 340,000 compounds, 1.8% hits. AID 624297; also: % of control where 0% means no effect; nearly all actives have a fitted effect of over 55% in size
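Image-based DNA-content assay: after two days of treatment, nuclei were labelled with the DNA dye Hoechst and imaged, and hits were compounds raising the count of nuclei showing high fluorescence intensity.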
KB-3-1 tox = KB-3-1 parental cell cytotoxicity. KB-3-1 viability, CellTiter-Glo ATP luminescence, 72 h. Potency, µM (titrated, usually from 46.1 µM), for inactives: top-dose activity change, negative = cytotoxic, hits mostly cytotoxic. 400,000 compounds, 1.4% hits. AID 1347075; also: % is scaled to controls: 0 for no effect and ±100 for the full control effect; nearly all actives have a fitted effect of over 60% in size
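Parental KB-3-1 adenocarcinoma cells in phenol-red-free DMEM with 10% FBS were pin-treated with compounds at several concentrations, incubated 72 h at 37 °C, and viability read by CellTiter-Glo luminescence; concentration-effect curves were fitted after normalization.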
TDP43 rescue = rescues yeast growth from TDP-43 toxicity; Potency, µM (titrated, usually from 46.1 µM), without a hit: top-dose growth rescue (activation), actives largely listed as activators; 410,000 compounds, 1.8% hits; TDP-43 expressing yeast growth rescue, BacTiter-Glo, 24 h; AID 652104; also: % of control where 0% means no effect; nearly all actives have a fitted effect of over 50% in size
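Yeast expressing TDP-43 (pregrown in raffinose, seeded at OD600=0.02 in galactose medium) exposed to compounds 24 hr at 30 deg C. Growth read by BacTiter-Glo luminescence; rescue of toxicity appears as increased signal.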
HT1080-NT tox = kills 2HG-producing HT-1080-NT fibrosarcoma cells. HT-1080-NT fibrosarcoma viability, CellTiter-Glo ATP luminescence, 48 h. 360,000 compounds, 1.6% hits. Potency, µM (highest dose often 46.1 µM), without a hit: at the top dose activity, negative = less viability, hits mostly cytotoxic;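 also: NT is the 2HG producing partner of a matched IDH1 knockdown line; 0% = DMSO-treated cells and -100% = media-only wells without cells; nearly all actives have a fitted effect of over 55% in size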
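Compounds were tested in concentration-response format on HT-1080-NT cells for 48 hours at 37 degrees C. Cell viability came from CellTiter-Glo luminescence; curves were classified by r2, response magnitude and activity.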
GLP1R cytotox = cytotoxicity counter-screen for GLP-1 receptor inverse agonists. AID 624418. 410,000 compounds, 0.13% hits. HEK293 cAMP-luciferase reporter cells, luminescence, 24 h. Potency, µM (doses to about 38.3 µM), inactives show top-dose activity change, negative = inhibition, hits mostly inhibitors;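 also: loss of luciferase light is scored as toxicity; % is scaled to controls: 0 for no effect and ±100 for the full control effect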
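Cells in DMEM/10% Nu serum/1% pen-strep, 1536-well format. Pre-incubated 12 h, dosed with 23 nL compound, incubated a further 24 h. Luciferase detection, 12 min at room temp, luminescence.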
* hit, by the source's call; ? = inconclusive; · = not tested or not shown; & = joins results of further samples; [ ] = another dose, or the depositor's remark. Calls follow the shape of the dose curve; as a rule, active = well fitted curve in the direction sought with a large enough effect; inconclusive = small, poorly fitted or top-dose-only effect, or another doubt; inactive = no such curve, though single readings can be large; an effect the other way counts as inactive or inconclusive. Potency is read from the fitted curve at half-maximal effect. Rows were taken by chance; any-hit rate near 9.4%.

SMILES	HT1080 IDH1KD tx	GLP-1R inv ag	KB-V1 MDR tox	GLP-1R agonist	SW480 rerep	KB-3-1 tox	TDP43 rescue	HT1080-NT tox	GLP1R cytotox
COc1ccccc1C(=O)Nc1ccc(S(=O)(=O)N2CCC(C)CC2)cc1	-19%	?	?	7%	5%	?	-2%	-27%	6%
COc1ccc(CNC(=O)C/C(C)=N/NC(=O)c2ccccc2OC)cc1	5%	14%	10%	12%	-6%	17%	3%	0%	0%
CC(Cc1c[nH]c2ccccc12)C(=O)NCc1ccco1 (stereo not given)	20%	-8%	5%	15%	-12%	5%	-5%	20%	8%
CCOc1ccc(Br)cc1CSC(=N)N	-18%	?	?	-2%	·	23µM*	-2%	-15%	3%
CCOc1cc(C(=O)Nc2nnc(S(=O)(=O)N3CCOCC3)s2)cc(OCC)c1OCC	13%	-2%	0%	-1%	-4%	4%	6%	9%	-11%
Cc1onc(-c2ccccc2)c1C(=O)Nc1nnc(N2CCCCCC2)s1	8%	?	7%	0%	2%	15%	14%	1%	-12%
CCOC(=O)N1CCN(c2c(NCc3cccs3)c(=O)c2=O)CC1	?	?	-13%	-1%	?	6.5µM*	9%	?	-6%
CC(=O)NC1C(OCc2ccccc2)OC(COC(C)=O)C(OC(C)=O)C1OC(C)=O (stereo not given)	0%	6%	-18%	-1%	2%	-8%	17%	2%	6%
COc1ccc(OC)c(N/C(C)=C/C(=O)c2ccccc2)c1	23%	-23%	?	1%	16%	-1%	17%	11%	-2%
Cc1onc(-c2ccccc2Cl)c1C(=O)Nc1ccc(S(=O)(=O)Nc2nccs2)cc1	-15%	?	3%	8%	-2%	5%	-12%	-12%	-11%
CCOC(=O)C1CCCN(C(=O)c2ccc([N+](=O)[O-])cc2)C1 (stereo not given)	6%	14%	-2%	16%	-5%	-5%	10%	10%	-3%
CC(=O)Nc1cccc(-c2cc(NC(C)=O)c3ncc(-c4ccc(C(C)=O)cc4)n3c2)c1	-25%	?	5%	19%	·	0%	23%	-22%	-9%
COc1ccc(-c2nnc(SCC(=O)NCCC(C)C)nc2-c2ccc(OC)c(OC)c2)cc1OC	-14%	8%&15%	25%&-12%	26%	-7%	0%&2%	1%&28%	-1%	-9%&4%
CCN=C1SCC(=O)N1c1ccc(OC)cc1	9%	3%	-14%	8%	-6%	-5%	0%	6%	3%
CC(C)c1nnc(NC(=O)CCC(=O)N2CCN(C3CCCCC3)CC2)s1	4%[9.24 µM]	0%	-1%	-3%	?	5%	-24%	-17%	9%
FCCCOc1ccc(/C=N/OCc2c(Cl)cccc2Cl)cc1	14%[9.24 µM]	?	-27%	-9%	-4%	0%	28%	20%	11%
CC1CC(C)CN(C(=O)C2CCCN(S(=O)(=O)c3cccc4nonc34)C2)C1 (stereo not given)	1%	-13%	?	6%	1%	-13%	0%	14%	18%
CC(=O)Nc1ccccc1-c1cccc2nccn12	13%	22%	3%	-5%	·	0%	11%	5%	0%
CC(C)(C)c1ccc(C(=O)C2CCCN(C(=O)C3CCOCC3)C2)cc1 (stereo not given)	18%	-21%	?	11%	4%	0%	27%	-1%	-4%
O=C1C(=Cc2cccs2)Oc2ccccc21	-11%	?	-2%	13%	-2%	0%	-8%	0%	7%

Among those listed so far, 3 contain a halogen:
SMILES	HT1080 IDH1KD tx	GLP-1R inv ag	KB-V1 MDR tox	GLP-1R agonist	SW480 rerep	KB-3-1 tox	TDP43 rescue	HT1080-NT tox	GLP1R cytotox
CCOc1ccc(Br)cc1CSC(=N)N	-18%	?	?	-2%	·	23µM*	-2%	-15%	3%
Cc1onc(-c2ccccc2Cl)c1C(=O)Nc1ccc(S(=O)(=O)Nc2nccs2)cc1	-15%	?	3%	8%	-2%	5%	-12%	-12%	-11%
FCCCOc1ccc(/C=N/OCc2c(Cl)cccc2Cl)cc1	14%[9.24 µM]	?	-27%	-9%	-4%	0%	28%	20%	11%

Later entries:
SMILES	HT1080 IDH1KD tx	GLP-1R inv ag	KB-V1 MDR tox	GLP-1R agonist	SW480 rerep	KB-3-1 tox	TDP43 rescue	HT1080-NT tox	GLP1R cytotox
COC(=O)[C@]1(C)N[C@H](CN(C)S(=O)(=O)c2ccc(F)cc2)[C@@H]2C(=O)N(C)C(=O)[C@@H]21	6%	6%	8%	-2%	-19%	23%	8%	16%	-11%
c1csc(-c2nn3cnnc3c3ccccc23)c1	-12%	22%[0.307 µM]	?	23%	4%	5%	22µM*	-11%	-3%[0.307 µM]
CCOC(=O)CSc1nc2sc3c(c2c(=O)n1-c1ccc(C)cc1)CCN(C)C3	-9%	3%	9%	-2%	-9%	?	-9%	-11%	4%
COC(=O)CSc1nc2nc(C)c(Br)cc2[nH]1	0%	8%	2%	7%	-10%	-2%	19%	-2%	5%
CC(=O)N1CCC2(CC1)OC(=O)C(C)=C2C(=O)Nc1cccc(Cl)c1C	·	1%	7%	·	·	9%	2%	·	4%
N#Cc1c(SCC(N)=O)nc2c(c1-c1ccncc1)CCCC2	1%	49%[activator]	0%	11%	-20%[1.84 µM]	5%	·	3%	2%
CCN1c2ccccc2-c2nc(SCC(=O)Nc3cccc(C(F)(F)F)c3)ncc2S1(=O)=O	·	?	-12%	·	·	8%	0%	·	-4%
NCCCCCc1cn(CC(=O)NCCCCCCCCCCC(=O)N2CCNCC2)nn1	-1%	5%	4%	-1%	-2%	7%	11%	1%	15%
CCCC[C@@H]1CNCCN1CCc1cccc(F)c1	-12%	?	-2%	-8%	4%[9.22 µM]	0%	6%	0%	-24%
COC(=O)c1cc(-c2ccc(Br)cc2)c2c(=O)n(C)c(=O)n(C)c2n1	19%	0%	0%	1%	-22%	1%	0%	18%	-3%
CN(C)c1ccc(N=c2sc3ccccc3n2C)cc1	-8%	10%	-8%	10%	?	-10%	-9%	-20%	7%
O=S(=O)(c1ccccc1)c1nc(-c2ccccc2)oc1N1CCCC1	17%	9%	4%	0%	-12%	12%	20%[9.22 µM]	17%	11%
CCOc1ccc(NC(=O)N2CCN(CC)CC2)cc1	13%	0%	-4%	-12%	1%	-13%	-9%	19%	-15%
Cc1ccc2nc(N3CCN(C(=O)CCC(=O)O)CC3)nc(-c3ccccc3)c2c1	-2%	10%	3%	9%	14%	0%	5%	-5%	484%[activator]
O=S(=O)(c1cccc(C(F)(F)F)c1)N1CCN(C(=S)NCc2ccco2)CC1	0%	?	-23%	25%	9%	-24%	17%	-1%	-2%
Cc1c(Cl)c([N+](=O)[O-])nn1CC(=O)N1CCN(Cc2ccccc2)CC1	13%	-22%	4%	11%	-2%	3%	-18%	28%	-13%
Cc1cc(C)c(C(=O)COC(=O)Cn2c(C)csc2=O)cc1C	10%	5%	?	18%	-10%	?	30%	6%	4%
COCCNC(=S)N(CCO)Cc1cc2cc3c(cc2[nH]c1=O)OCCO3	7%	17%	?	6%	7%	-17%	6%	10%	2%
CCCN1C(=O)c2cc(C(=O)NC3CCCC3)ccc2C1O (stereo not given)	-2%	9%	1%	6%	?	2%	2%	-12%	7%
Cc1nc(NS(=O)(=O)c2ccccc2)sc1NC(=O)Nc1ccc(Cl)cc1	-4%	4%	-9%	-5%	-5%	10%	5%	-3%	-4%

Shown as a markdown table: entries from further up
| Structure | HT1080 IDH1KD tx | GLP-1R inv ag | KB-V1 MDR tox | GLP-1R agonist | SW480 rerep | KB-3-1 tox | TDP43 rescue | HT1080-NT tox | GLP1R cytotox |
| --- | --- | --- | --- | --- | --- | --- | --- | --- | --- |
| CCCC[C@@H]1CNCCN1CCc1cccc(F)c1 | -12% | ? | -2% | -8% | 4%[9.22 µM] | 0% | 6% | 0% | -24% |
| COC(=O)c1cc(-c2ccc(Br)cc2)c2c(=O)n(C)c(=O)n(C)c2n1 | 19% | 0% | 0% | 1% | -22% | 1% | 0% | 18% | -3% |
| CN(C)c1ccc(N=c2sc3ccccc3n2C)cc1 | -8% | 10% | -8% | 10% | ? | -10% | -9% | -20% | 7% |
| O=S(=O)(c1ccccc1)c1nc(-c2ccccc2)oc1N1CCCC1 | 17% | 9% | 4% | 0% | -12% | 12% | 20%[9.22 µM] | 17% | 11% |

The results go on.
SMILES	HT1080 IDH1KD tx	GLP-1R inv ag	KB-V1 MDR tox	GLP-1R agonist	SW480 rerep	KB-3-1 tox	TDP43 rescue	HT1080-NT tox	GLP1R cytotox
Cc1cccc(C)c1NC(=O)NN1C(C)CCCC1C (stereo not given)	13%	-3%	-26%	1%	9%	-1%	3%	21%	10%
CCOC(=O)C1(Cc2ccccc2C)CCCN(C(=O)CN2CCCCC2=O)C1 (stereo not given)	1%	16%	-28%	6%	1%	13%	-12%	-2%	-4%
CC(C)(C)C1CCc2c(C(=O)NNC(=O)CCCC(=O)O)csc2C1 (stereo not given)	21%	0%	16%	-2%	-704%[inhibitor]	11%	10%	17%	2%
Cc1cc(C)n2nc(SCC(=O)N3CCC(C)CC3)nc2n1	1%	27%	-6%	-5%	-6%	2%	-1%	-2%	2%
CC1(Cc2ccccc2Cl)C(=O)Nc2ccc(OC(F)(F)F)cc21 (stereo not given)	29µM*	10µM*	3%	0%	·	0%	-89%[inhibitor]	?	4%
CN(C(=O)Cn1c(Cl)nc2c1c(=O)n(C)c(=O)n2C)C1CCS(=O)(=O)C1 (stereo not given)	-4%	-1%	?	-13%	-2%	3%	6%	-6%	16%
CCOC(=O)c1[nH]c(C)c(/C(C)=N\O)c1C	11%	7%	-6%	15%	-5%	0%	-4%	8%	3%
Cc1cc(C)c[n+](CC(=O)c2ccc(-c3ccccc3)cc2)c1	-10%	?	-3%	-22%	2%	?	27%	-18%	3%
